Screens from PubChem BioAssay.
RXFP1 agonist: activates the human relaxin receptor RXFP1; AID 2676; hit rate 0.3% among 370,000; HEK293T-RXFP1 cAMP TR-FRET, 30 min; response scale: percent of porcine relaxin response, buffer zero; Potency, µM (top dose mostly 57.5 µM), for inactives: at the top dose activation, hits mostly activators; further: on the % scale 0 is the no-effect control and ±100 the full control effect; nearly all actives have a fitted effect of over 60% in size; many of its hits are not listed in these tables
Target sequence (Q9HBX9 whole entry, looked up): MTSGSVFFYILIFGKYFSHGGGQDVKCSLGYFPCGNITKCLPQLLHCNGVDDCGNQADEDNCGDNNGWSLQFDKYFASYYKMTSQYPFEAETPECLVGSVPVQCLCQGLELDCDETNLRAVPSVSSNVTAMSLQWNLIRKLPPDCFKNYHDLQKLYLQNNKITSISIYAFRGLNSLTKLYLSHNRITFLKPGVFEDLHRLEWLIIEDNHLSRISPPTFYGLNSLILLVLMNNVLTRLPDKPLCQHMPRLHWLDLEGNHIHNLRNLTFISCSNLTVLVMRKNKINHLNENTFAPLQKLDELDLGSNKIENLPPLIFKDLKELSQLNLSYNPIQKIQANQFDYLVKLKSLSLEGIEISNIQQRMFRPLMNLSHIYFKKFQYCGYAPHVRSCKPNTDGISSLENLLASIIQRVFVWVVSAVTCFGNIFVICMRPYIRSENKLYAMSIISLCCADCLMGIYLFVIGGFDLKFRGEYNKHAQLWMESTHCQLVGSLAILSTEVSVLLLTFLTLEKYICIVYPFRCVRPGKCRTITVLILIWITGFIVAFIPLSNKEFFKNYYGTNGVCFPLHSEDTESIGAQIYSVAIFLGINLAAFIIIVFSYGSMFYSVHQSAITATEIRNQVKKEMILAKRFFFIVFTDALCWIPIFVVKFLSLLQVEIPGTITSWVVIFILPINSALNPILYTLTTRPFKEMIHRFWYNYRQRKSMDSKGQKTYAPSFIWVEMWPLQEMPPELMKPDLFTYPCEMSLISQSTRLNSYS
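HEK293 cells stably expressing RXFP1, treated 30 min at 37C with compounds plus PDE4 inhibitor Ro 20174; cAMP measured by HTRF TR-FRET. Normalized to buffer and 29 nM porcine relaxin; EC50 by Hill fit.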
TrxR1 substrate: is turned over as a substrate by rat TrxR1; Potency, µM (highest dose often 114 µM), for inactives: at the highest dose activity change, negative = substrate turnover; O89049; hit rate 0.01% among 390,000; purified TrxR1 substrate turnover, NADPH consumption readout; AID 588456; further: on the % scale 0 is the no-effect control and ±100 the full control effect; nearly all actives have a fitted effect of over 50% in size
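Rat TrxR1, dispensed at 90 nM, was prereduced with 400 uM NADPH (final) for 5 min at ~22 deg C, then incubated with compound 15 min before 400 uM selenite. A first-read NADPH fluorescence drop versus no-compound background flagged substrates.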
TrxR1 inh: blocks rat thioredoxin reductase 1. hit rate 1% among 390,000. recombinant rTrxR1, NADPH fluorescence consumption, selenite substrate. Potency, µM (top dose mostly 114 µM), for inactives: at the highest dose activity change, negative = inhibition, usual class: inhibitors. AID 588453; further: on the % scale 0 is the no-effect control and ±100 the full control effect; nearly all actives have a fitted effect of over 65% in size
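Rat TrxR1 (90 nM in the dispensed reagent) was pre-reduced with 400 uM NADPH for 5 min at room temperature, then incubated with compound for 15 min. After 400 uM selenite was added, NADPH fluorescence (Ex 340/Em 450 nm) was followed for 8 min.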
Vif-APOBEC3G blk: inhibitors of Vif-APOBEC3G interaction | hit rate 0.076% among 410,000 | Q9HC16 | HeLa A3G-eYFP + Vif (tagged APOBEC3G with the HIV-1 protein that degrades it), YFP fluorescence, overnight | Potency, µM (doses to about 46.1 µM), inactives show at the highest dose activity, negative = active, hits mostly inhibitors;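 further: on the % scale 0 is the no-effect control and ±100 the full control effect; nearly all actives have a fitted effect of over 60% in size; hits raise eYFP signal because A3G escapes Vif-driven loss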
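Read-out is eYFP fluorescence (Ex 488/Em 500-530) from Vif-expressing HeLa A3G-eYFP cells; more signal means A3G escaped Vif-mediated degradation. Cells plated overnight, compound pinned in, incubated overnight at 37 deg C.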
RGS4 inhibitor: inhibitors of human regulator of G protein signaling 4. hit rate 0.039% among 390,000. Transcreener GDP fluorescence polarization, RGS4-accelerated GTP hydrolysis. P49798. Potency, µM (doses to about 114 µM), for inactives: at the highest dose activity change, negative = inhibition, usual class: inhibitors. AID 504845; further: on the % scale 0 is the no-effect control and ±100 the full control effect; nearly all actives have a fitted effect of over 75% in size; some results filed as inactive show a strong effect at the top dose
Target sequence (P49798 whole entry, looked up): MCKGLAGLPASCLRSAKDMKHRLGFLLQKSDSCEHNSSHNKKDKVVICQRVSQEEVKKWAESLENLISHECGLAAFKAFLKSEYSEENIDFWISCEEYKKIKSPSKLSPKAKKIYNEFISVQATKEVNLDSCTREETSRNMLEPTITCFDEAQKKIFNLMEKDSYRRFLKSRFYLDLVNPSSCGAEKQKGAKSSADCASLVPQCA
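MLSMR compounds (23 nl, pin-transferred) preincubated 10 min at room temperature with a 500nM (2x) first reagent, then RGS4 at 900nM (2x) plus Transcreener GDP mix added; fluorescence polarization (620/688 nm) read before and after 90 min at 30 °C.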
USP1-UAF1 inh: blocks the human USP1/UAF1 deubiquitinase complex | recombinant USP1/UAF1, Ub-Rhodamine cleavage fluorescence | Potency, µM (highest dose often 57.1 µM), inactives show at the highest dose activity change, negative = inhibition, most hits filed as inhibitors | hit rate 0.23% among 390,000 | AID 743255; further: on the % scale 0 is the no-effect control and ±100 the full control effect; nearly all actives have a fitted effect of over 60% in size; inactives centre near -12
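USP1/UAF1 complex at 1 nM was preincubated with compound for 15 min at room temperature, then Ub-Rho substrate (150nM final) was added. Fluorescence (480/540 nm) was read kinetically, 6 reads every 60 seconds.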
Vif-APOBEC3F blk: inhibitors of Vif-A3F interaction | HeLa A3F-eYFP + Vif (tagged APOBEC3F with the HIV-1 protein that degrades it), YFP fluorescence increase | Potency, µM (top dose mostly 46.1 µM), for inactives: at the highest dose activity, negative = active | hit rate 0.2% among 390,000 | AID 602313; further: % of control where 0% means no effect; nearly all actives have a fitted effect of over 65% in size
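Fluorescence increase (Ex 488/Em 500-530) after overnight compound treatment at 37 deg C flags inhibition of Vif-driven A3F-eYFP loss in stable HeLa A3F-eYFP/Vif cells seeded overnight beforehand.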
IDH1 R132H inh: blocks human mutant IDH1 R132H enzyme. O75874. IDH1-R132H enzyme, NADPH consumption, diaphorase/resazurin fluorescence. Potency, µM (titrated, usually from 76.6 µM), for the others: at the top dose activity change, negative = inhibition, actives largely listed as inhibitors. hit rate 0.093% among 390,000. AID 602179; further: on the % scale 0 is the no-effect control and ±100 the full control effect; nearly all actives have a fitted effect of over 65% in size
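IDH1-R132H (0.5 ug/mL) preincubated 30 min with compound, then NADPH (0.016 mM) and alpha-KG (2 mM) added; 80 min at RT, pH 7.5. Remaining NADPH coupled via diaphorase/resazurin to fluorescence (540/590 nm); concentration-response curves normalized to no-enzyme control.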
ALOX12 inh: blocks human arachidonate 12S-lipoxygenase | Potency, µM (series often up to 108 µM), for the others: top-dose activity change, negative = inhibition, usual class: inhibitors | AID 1671190 | purified 12hLO, xylenol orange hydroperoxide absorbance | hit rate 1.1% among 580,000 | P18054; further: on the % scale 0 is the no-effect control and ±100 the full control effect
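Hydroperoxide product was detected by ferrous iron/xylenol orange as the 573 to 405 nm absorbance ratio. Arachidonic acid at 40 uM (final) was turned over for 30 min at room temperature by 150 nM human 12hLO, pH 7.0 Hepes buffer, after 15 min compound preincubation.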
An asterisk follows results filed as active; i = inactive; ? = inconclusive; nt = no result given; & = joins results of further samples; [ ] = remark or other dose. The call rests on the fitted dose curve; in most records, active means well fitted curve in the direction sought with a large enough effect; inconclusive means small, poorly fitted or top-dose-only effect, or another doubt; inactive means no such curve, though single readings can be large; an effect the other way counts as inactive or inconclusive. Potency means the concentration at half of the fitted maximal effect.

SMILES	RXFP1 agonist	TrxR1 substrate	TrxR1 inh	Vif-APOBEC3G blk	RGS4 inhibitor	USP1-UAF1 inh	Vif-APOBEC3F blk	IDH1 R132H inh	ALOX12 inh
CN(C)c1cccc(C(=O)NNC(=S)NC2CC3CCC2C3)c1 (stereo not drawn)	0.2%	4.9%[57.1 µM]	8.7%[57.1 µM]	-0.3%	-7.6%	-3.8%	1.2%	-6.6%	-9.0%
COC(=O)c1ccc(CNC(=O)C2CCC(=O)N(Cc3cccc(F)c3)C2)cc1 (stereo not drawn)	1.4%	1.5%	12.0%	0.5%	-10.6%	-6.9%	-2.7%	3.5%	i
COc1ccc(NC(=O)CN2C(=O)C(C)(C)c3ccccc32)cc1Cl	1.0%	0.9%[57.1 µM]	18.1%[57.1 µM]	2.3%	-4.1%	-13.6%	0.6%	-11.7%	-8.8%
Cc1cc(OC(C)C(=O)N(Cc2ccco2)C2CCS(=O)(=O)C2)cc(C)c1Cl (stereo not drawn)	1.2%	-4.2%[57.1 µM]	17.0%[57.1 µM]	-10.4%	3.0%	-15.3%	-6.7%	-8.1%	nt
CCc1cc2cc(OC)ccc2nc1SCC(=O)NNC(=O)c1ccco1	-0.9%	9.8%	5.3%[57.1 µM]	4.6%	-7.5%	?	-6.2%	-3.2%	-15.7%
CC(=O)[C@@]1(O)C(C)CC2C3C=C(C)C4=Cc5c(cnn5-c5ccccc5)C[C@]4(C)C3C(O)C[C@@]21C (stereo partly drawn)	1.4%	24.7%	3.4%	2.4%	-7.6%	-8.5%	9.4%	6.5%	-73.5%
COC(=O)c1c(NC(=O)c2cc(=O)c3c(C)cc(C)cc3o2)sc2c1CCCC2	2.5%	142.3%[activator]	82.5%[activator]	-0.4%	-1.2%	-5.6%	-0.3%	2.2%	-13.0%
CCN(CC)C(=O)C1=C(C)N(Cc2ccc(OC)cc2)C(=O)C(CC(=O)NCC2CCCCC2)C1 (stereo not drawn)	nt	nt	nt	-0.6%	nt	-21.7%	-4.6%	13.3%	?
O=C(CSc1ccc2nnc(CCNC(=O)c3ccccc3)n2n1)NCCc1ccccc1	4.7%	10.0%	19.7%	2.8%	6.8%	-7.7%	-16.0%	10.3%	0.1%
CC(CCNC(=O)c1ccccc1)(CCNC(=O)c1ccccc1)[N+](=O)[O-]	nt	7.6%[11.4 µM]	17.1%[11.4 µM]	-4.3%	-13.5%	-13.8%	7.3%	2.1%	?

Results in Vif-APOBEC3G blk and TrxR1 substrate (2 entries from above):
smiles	Vif-APOBEC3G blk	TrxR1 substrate
COc1ccc(NC(=O)CN2C(=O)C(C)(C)c3ccccc32)cc1Cl	2.3%	0.9%[57.1 µM]
CC(CCNC(=O)c1ccccc1)(CCNC(=O)c1ccccc1)[N+](=O)[O-]	-4.3%	7.6%[11.4 µM]

The results go on.
SMILES	RXFP1 agonist	TrxR1 substrate	TrxR1 inh	Vif-APOBEC3G blk	RGS4 inhibitor	USP1-UAF1 inh	Vif-APOBEC3F blk	IDH1 R132H inh	ALOX12 inh
Cc1cc(C)nc(NC(=O)CSc2nccc(C)n2)n1	-0.5%	3.7%	10.3%	1.9%	-12.8%	-19.3%	-3.6%	4.2%	-5.1%
COc1ccc(NC(=O)CSc2nnc(Cn3c(=O)sc4ccccc43)n2C)cc1	0.1%	3.7%	11.2%	-0.7%	12.9%	-21.9%	-3.2%	1.7%	-108.5%
CCOC(=O)c1c(NC(=O)C2=COCCO2)sc2c1CCN(C(=O)OC)C2	0.6%	42.1%[activator]	26.5%	1.5%	-25.3%	-14.3%	-22.9%	7.1%	-12.7%
O=C(c1cc2ccccc2o1)N1CCN(S(=O)(=O)c2cccs2)CC1	-0.3%	7.5%	-1.9%[57.1 µM]	-5.0%	5.5%	-9.1%	-4.8%	2.4%	146.9%[activator]
CCOc1ccc(-c2nnc(SCC(=O)Oc3ccccc3)o2)cc1	0.5%	-4.2%	7.1%	-0.7%	-8.7%	?	2.9%	10.1%	-14.7%
O=C(Cc1cccs1)N1CCN(S(=O)(=O)c2ccccc2)CC1	0.3%	-9.7%	-0.8%	-0.6%	-4.9%	-9.4%	0.3%	-0.4%	-14.4%
COc1cc(NC(=O)C2CC(c3c(F)cccc3Cl)=NO2)c(OC)cc1Cl (stereo not drawn)	0.4%	-9.7%	3.6%[57.1 µM]	-6.2%	-11.8%	-19.6%	-0.6%	9.5%	-9.7%
CCNC(=O)Cn1cc(C#N)c2ccccc21	-3.1%	-4.7%	?	0.5%	-13.0%	-6.9%	-5.0%	7.1%	73.1%[activator]
COc1cccc(C(=O)C[n+]2cccc3cc(OC)ccc32)c1	3.7%	-10.1%	-1.4%	?	9.8%	-17.0%	-13.6%	-4.1%	-5.6%
O=[N+]([O-])c1ccc(-c2nc(C(Cl)Cl)c3ccccc3n2)cc1	3.0%	-0.6%	24.0%	-1.8%	13.2%	-12.6%	1.5%	-7.8%	?
CCOc1ccc(CCN2C(=S)N([C@@H](CC(C)C)CN3CCCC3CN3C(=S)NC[C@@H]3CC(C)C)C[C@@H]2CC(C)C)cc1 (stereo partly drawn)	nt	-0.3%	33.5%	4.9%	7.6%	-25.2%	6.8%	0.5%	?
CN(C(=O)c1ccc2c(c1)N(Cc1ccc(F)cc1)C(=O)c1ccccc1S2(=O)=O)C1CCCCC1	-0.6%	-1.1%	24.8%	-1.0%	6.6%	-12.1%	-0.9%	-6.4%	-12.7%
COC(=O)C1=C(O)/C(=C\c2ccc(CNS(=O)(=O)c3ccc(Cl)cc3)o2)N=C1C	-4.3%	-14.8%	28.2µM*	-1.4%	-12.5%	-7.6%	-5.8%	-4.8%	50.1µM*
C=CCn1c(SCc2cccc(C#N)c2)nnc1-c1ccccc1O	-0.3%	5.5%[57.1 µM]	2.1%[57.1 µM]	-8.1%	?	-14.8%	1.6%	-7.2%	319.1%[activator]
Cc1ccc(NC(=O)c2ncn(CCCNCC(C)c3ccccc3)n2)cc1C (stereo not drawn)	nt	0.8%	3.3%	2.5%	-3.8%	-21.6%	5.0%	-0.1%	-29.4%
Cc1ccc(C(=O)NNC(=O)CSc2nnc(-c3ccncc3)n2C)cc1	-0.5%	4.0%[57.1 µM]	-0.3%	-0.1%	4.4%	-14.6%	4.4%	3.2%	-19.8%
Cc1cc2cc3c(cc2nc1SCC(=O)Nc1nc(C)c(C)s1)OCO3	?	3.4%	4.3%	-5.5%	-26.9%	-13.1%	-14.4%	-2.4%	-0.5%
CC(OC(=O)Cn1cnc2c1c(=O)n(C)c(=O)n2C)C(=O)c1ccccc1 (stereo not drawn)	4.3%	3.9%	6.0%	-3.0%	-28.5%	-16.3%	-0.9%	5.9%	-14.5%
COc1ccc(CNC(=O)Cn2nnc(-c3ccc(S(C)(=O)=O)cc3)n2)cc1	-0.5%	-0.6%	15.6%	2.9%	-1.6%	-13.8%	-7.9%	-10.2%	-1.0%
CCn1cc(C(=O)NCc2ccco2)c(=O)c2cc(S(=O)(=O)N3CCCC3)ccc21	-0.1%	-1.7%	-2.5%	-0.5%	-10.9%	-29.8%	-15.2%	12.3%	-3.2%
O=[N+]([O-])c1cc(C(F)(F)F)ccc1NC1CCN(Cc2ccccc2)C1 (stereo not drawn)	2.9%	7.9%	10.9%	-13.0%	-11.8%	-18.1%	0.0%	0.0%	?
COc1cc(C)ccc1OCc1cc(C(=O)N2C[C@H]3CC[C@H]2C3)no1	0.7%	-1.3%	-3.2%	1.2%	3.3%	-18.0%	2.9%	7.6%	-18.6%
CCOC(=O)C1=C(C)NC(=O)NC1c1ccc(-c2ccc(F)cc2)o1 (stereo not drawn)	4.0%	-7.0%[57.1 µM]	-46.2%	-9.2%	-35.2%	-20.9%	8.0%	-0.1%	-19.6%
S=c1nc(C2CCCCC2)[nH]c2ccccc12	18.0%	1.7%	11.9%	5.7%	6.5%	-23.8%	2.1%	-7.9%	-13.6%
O=C(c1cccc(S(=O)(=O)N2CCOCC2)c1)N(Cc1nnc(-c2ccccc2Cl)o1)C1CC1	4.7%	1.3%	16.0%	3.8%	5.6%	-3.3%	-22.6%	-0.5%	-26.7%
Cc1nc2ncnn2c(N2CCC(C(=O)NC3CCCC3)CC2)c1Cc1ccccc1	0.9%	2.7%	-2.3%	-6.9%	29.9%	0.7%	-10.9%	-5.0%	2.7%
O=C(CCCCC(=O)Nc1ccc(F)cc1)Nc1ccc(F)cc1	3.1%	-4.9%	13.9%	3.3%	3.7%	-10.3%	-8.9%	-4.5%	170.1%[activator]
COc1ccc(CNC(=O)C2=C(C)C(=O)OC23CCCCC3)cc1OC	1.0%	0.1%	14.5%	0.2%	2.6%	-18.7%	-0.2%	-4.1%	-10.8%
O=C(CCCN1C(=O)c2cccnc2Oc2ccc(Cl)cc21)NCc1ccc(F)cc1	-1.3%	-3.0%	9.9%	-1.1%	13.2%	-5.0%	6.7%	-8.5%	-25.4%
Nc1ccc2oc(-c3ccc4nc[nH]c4c3)nc2c1	13.7%	1.6%	-17.9%	-6.4%	9.0%	-10.3%	2.0%	-0.7%	9.2%
CC(=O)c1cccc(NC(=O)CN2C=NS(=O)(=O)c3ccc(C)cc32)c1	3.8%&3.9%	7.4%	18.7%	3.0%&3.1%	-8.0%[11.4 µM]	-18.8%&-24.6%	-12.1%&2.5%	-8.6%&0.6%	-12.2%&-13.9%

These rows are one share of the data, so the mix of outcomes need not match the whole.
